PvdQ acylase: P. aeruginosa PvdQ acylase inhibitors, primary screen, biochemical, fluorescence, plate reader and imaging, single point | PvdQ acylase [Pseudomonas aeruginosa LESB58] | purified PvdQ acylase | inhibition, % at 10 µM | 340,000 tested, 0.063% active | AID 488965, 2010; in the data active = inhibition above about 30%, passing the limit was not always enough; inconclusive = no clear call, values can overlap the other calls;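 note: 0% = vehicle neutral wells and 100% = reference inhibitor wells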
MITF TRPM1 HTS: activators of MITF-driven TRPM1 promoter reporter, primary screen, cell-based, SK-MEL-5, luciferase, single point; SK-MEL-5 TRPM1-promoter luciferase, 24 h; % of positive control, neutral wells = 0; activation, % at 12.5 µM; 300,000 tested, 0.75% active; AID 588334, 2011;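 active = mean activation of at least 80% with every replicate also reaching 80%; inconclusive = mean reaches 80% but some replicate falls short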;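 note: 0% = neutral control wells and 100% = parthenolide positive control wells; values of inactives mirror those of a sister screen read the other way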
SR-BI DiI-HDL act: activators of SR-BI mediated DiI-HDL uptake, primary screen, ldlA[mSR-BI] CHO cells, DiI fluorescence; 320,000 tested, 0.096% active; AID 504775, 2011; activation, % at 12.5 µM; 3 h; 100 = double the neutral-control signal;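 active = mean replicate activation of at least 60% and every replicate at or above 60%; inconclusive = mean or all-replicate condition met, but not both; inactive = mean below 60% and not all replicates reaching 60%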;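 note: 0% = median plate neutral-control signal and 100% = twice that signal; values of inactives mirror those of a sister screen read the other way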
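System: CHO ldlA[mSR-BI] cells / Medium: HEPES-buffered (25 mM, pH 7.4) F12 plus 0.5% BSA / Probe or stimulus: labelled HDL, 10 µg/mL / Doses: single compound concentration, delivered by pin transfer / Schedule: 3 h, 37 °C / Measured by: DiI fluorescence, bottom read / Measure: cell-associated DiI fluorescence as measure of HDL uptake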
NSD2 HMT inh: NSD2 histone methyltransferase inhibitors, primary screen, biochemical, AlphaScreen, single concentration, set 2 | Histone-lysine N-methyltransferase NSD2 (Homo sapiens), O96028 | NSD2 peptide methylation, 120 min | inhibition, % at 12.5 µM | 310,000 tested, 0.54% active | AID 743445, 2014; in the data active = inhibition above about 50%
CAL PDZ FP-1: CAL PDZ peptide-binding inhibitors, primary screen, biochemical, fluorescence polarization, Cer-tagged CAL PDZ, HTS | Golgi-associated PDZ and coiled-coil motif-containing protein (Homo sapiens), Q9HD26 | AID 504414, 2011 | 330,000 tested, 0.02% active | purified CAL PDZ, TMR-peptide fluorescence polarization, 1 h | inhibition, % at 20 µM;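 active = highest replicate inhibition of at least 40%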;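 note: plate controls were DMSO neutral control wells for no effect and unlabeled competitor peptide control wells for full effect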
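System: tagged CAL PDZ domain. Schedule: 1 h room-temperature incubation prior to read. Signal: fluorescence polarization (mP). Measure: percent inhibition from loss of millipolarization.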
PfHsp90 yeast 2: growth inhibition of PfHsp90-expressing yeast, primary screen, antimalarial PfHsp90 inhibitor project, S. cerevisiae, BacTiter-Glo luminescence, single point, set 2; BacTiter-Glo ATP, 48 h; yeast lacking PDR1 and PDR3 efflux regulators; inhibition, % at 9.4 µM; 310,000 tested, 0.32% active;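 active = every replicate shows inhibition above about 80%, whatever the replicate mean, limit read from the data; inconclusive = mean inhibition reaches the set limit but some replicate falls short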;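 note: 0% = DMSO neutral controls and 100% = 20 µM radicicol positive controls; yeast relying on Plasmodium falciparum Hsp90 in place of its own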
dFosB activator: activators of delta FosB homodimer, primary screen, biochemical, fluorescence polarization, TAMRA-CDK5 oligo, single point; purified delta FosB; percent of positive-control signal above neutral wells; activation, % at 25 µM; 340,000 tested, 0.99% active; AID 493131, 2011;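 active = mean activation above about 17%, with every replicate also reaching it, limit read from the data, passing the limit was not always enough; inconclusive = only one of the two conditions met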;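 note: fluorescence polarization rise as delta FosB binds a TAMRA Cdk5 AP-1 oligo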
Target sequence (P13346 whole entry, looked up): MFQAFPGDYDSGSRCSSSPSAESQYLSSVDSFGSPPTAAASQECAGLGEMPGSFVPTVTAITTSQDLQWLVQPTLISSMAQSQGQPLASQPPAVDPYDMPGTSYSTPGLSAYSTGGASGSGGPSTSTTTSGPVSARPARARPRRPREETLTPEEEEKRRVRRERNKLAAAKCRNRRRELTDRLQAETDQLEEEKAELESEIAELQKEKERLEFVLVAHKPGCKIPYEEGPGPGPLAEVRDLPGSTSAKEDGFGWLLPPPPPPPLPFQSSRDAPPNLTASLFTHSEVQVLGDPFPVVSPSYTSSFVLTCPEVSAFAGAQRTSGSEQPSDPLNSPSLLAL
CAL PDZ FP-2: untagged CAL PDZ binding inhibitors, primary screen, biochemical, fluorescence polarization, HTS | Golgi-associated PDZ and coiled-coil motif-containing protein (Homo sapiens), Q9HD26 | inhibition, % at 24.9 µM | 300,000 tested, 0.92% active | purified CAL PDZ, TMR-peptide fluorescence polarization, 1 h | AID 602252, 2012;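 active = mean inhibition of at least 30% with at least half of replicates also reaching 30%; inconclusive = no clear call, values can overlap the other calls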;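 note: 0% = DMSO neutral control and 100% = excess unlabeled competitor peptide PRC23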
Rtt109 Vps75: inhibitors of C. albicans Rtt109/Vps75 HAT, primary screen, biochemical, ThioGlo CoA-SH fluorescence, plate reader; 330,000 tested, 0.16% active; purified Rtt109/Vps75, 4 h; inhibition, % at 34.9 µM;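 active = inhibition of at least 50% in every replicate; inconclusive = best replicate reaches 50% inhibition but some replicates fall short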
SR-BI HDL uptake: inhibitors of SR-BI mediated HDL lipid uptake, primary screen, ldlA[mSR-BI] cells, fluorescence, single point. ldlA[mSR-BI] CHO cells, DiI-HDL uptake fluorescence, 3 h. inhibition, % at 12.5 µM. 320,000 tested, 0.96% active. AID 488896, 2010;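 active = mean replicate inhibition of at least 70% and a set share of replicates each scoring 70 or more; inconclusive = meets just one of the two criteria; inactive = fails both criteria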;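 note: 0% = median of neutral control wells and 100% = median of positive control wells; values of inactives mirror those of a sister screen read the other way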
Target sequence (Q61009 whole entry, looked up): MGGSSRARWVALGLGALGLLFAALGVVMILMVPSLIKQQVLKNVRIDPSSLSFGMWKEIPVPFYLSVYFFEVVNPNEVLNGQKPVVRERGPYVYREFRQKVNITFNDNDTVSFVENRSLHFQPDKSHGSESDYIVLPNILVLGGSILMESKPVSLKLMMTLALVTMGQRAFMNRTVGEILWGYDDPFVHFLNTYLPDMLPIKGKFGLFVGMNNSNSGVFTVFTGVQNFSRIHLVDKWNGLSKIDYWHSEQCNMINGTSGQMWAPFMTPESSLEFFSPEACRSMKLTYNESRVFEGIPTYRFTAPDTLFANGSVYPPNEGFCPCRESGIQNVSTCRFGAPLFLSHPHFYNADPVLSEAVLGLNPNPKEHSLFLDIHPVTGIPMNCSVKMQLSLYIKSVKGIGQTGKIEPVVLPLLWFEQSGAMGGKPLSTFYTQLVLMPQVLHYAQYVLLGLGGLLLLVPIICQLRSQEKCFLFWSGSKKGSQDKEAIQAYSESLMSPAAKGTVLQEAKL
The depositor's hits bear a star; ? = inconclusive; · = no result given.

Results follow in this order: PvdQ acylase | MITF TRPM1 HTS | SR-BI DiI-HDL act | NSD2 HMT inh | CAL PDZ FP-1 | PfHsp90 yeast 2 | dFosB activator | CAL PDZ FP-2 | Rtt109 Vps75 | SR-BI HDL uptake
> COCCNC(=O)C1Cc2cc(S(=O)(=O)N3CCCC3)ccc2N1C(C)=O (stereo unspecified)
  -8 | -2 | 36 | 39 | -1.3 | -10 | 2 | -1 | -5 | -36
> O=C(OCc1nnc(-c2ccc(Cl)cc2)o1)c1ccc(O)cc1
  11 | 15 | 12 | -3 | -0.6 | 35 | 0 | 4 | -9 | -12
> O=C(Nc1ccc(S(=O)(=O)N2CCCCC2)cc1)c1ccc(CN2CCc3ccccc3C2)cc1
  1 | -42 | · | 2 | -3.4 | 15 | ? | -5 | ? | 54
> Cc1cc(Cl)ccc1NC(=O)CN1C(=O)NC2(CCCC2)C1=O
  -9 | -6 | · | 2 | -1.3 | -9 | 3 | 1 | -7 | ·
> COc1ccccc1-c1coc2cc(O)cc(O)c2c1=O
  -6 | 31 | 2 | 0 | -2.3 | 1 | 1 | -6 | -3 | -2
> NC(=S)NN=C1CCCCCCCCCC1
  -8 | -20 | -76 | 7 | -0.5 | 9 | -1 | 7 | -1 | 76*
> COc1ccc2nc(C)cc(N3CCC(C(N)=O)CC3)c2c1
  -23 | -2 | 1 | 12 | -2.0 | -38 | -6 | -5 | -4 | -1
> CCOCc1c(C(=O)NC2=Nc3ccccc3NC(CC)=C2C(=O)OCC)oc2ccccc12
  -12 | -1 | -21 | -1 | 0.0 | -9 | -10 | -5 | -1 | 21
> COc1ccc(NC(=O)CC2SC(=Nc3ccccc3)NC2=O)cc1 (stereo unspecified)
  -11 | 1 | -3 | 0 | -2.7 | 8 | 3 | 9 | 1 | 3
> Cc1ccc(-n2nc(C)c3c2OC(N)=C(C#N)C3c2ccc(F)cc2)cc1 (stereo unspecified)
  -9 | -14 | 23 | 6 | -2.0 | 15 | -16 | · | 8 | -23
> COc1ccc(OCC(O)CNC(=O)c2sccc2Cl)cc1 (stereo unspecified)
  -14 | · | 14 | 1 | -0.2 | 8 | 3 | 3 | -9 | -14
> COc1ccc(-c2nnc3ccc(SC)nn23)cc1
  -14 | -6 | 8 | -2 | -2.1 | 15 | -36 | -2 | 4 | -8
> COc1ccc(Cn2nnnc2C(c2cc3cccc(C)c3[nH]c2=O)N2CCN(C)CC2)cc1 (stereo unspecified)
  2 | 11 | 11 | 9 | -2.4 | 18 | -13 | -1 | 10 | -11
> CCCCOc1ccc(S(=O)(=O)n2c(C)nc3ccccc32)cc1
  5 | -10 | 8 | · | -1.3 | 0 | 3 | -1 | -10 | -8
> COc1ccccc1N(C)S(=O)(=O)c1ccc(C)c(C(=O)NCc2ccccn2)c1
  -2 | 8 | 12 | -3 | 0.4 | 17 | -1 | 0 | -6 | -12

Three entries from above, as labelled records:
smiles: O=C(Nc1ccc(S(=O)(=O)N2CCCCC2)cc1)c1ccc(CN2CCc3ccccc3C2)cc1
- PvdQ acylase = 1
- MITF TRPM1 HTS = -42
- SR-BI DiI-HDL act = ·
- NSD2 HMT inh = 2
- CAL PDZ FP-1 = -3.4
- PfHsp90 yeast 2 = 15
- dFosB activator = ?
- CAL PDZ FP-2 = -5
- Rtt109 Vps75 = ?
- SR-BI HDL uptake = 54

smiles: Cc1cc(Cl)ccc1NC(=O)CN1C(=O)NC2(CCCC2)C1=O
- PvdQ acylase = -9
- MITF TRPM1 HTS = -6
- SR-BI DiI-HDL act = ·
- NSD2 HMT inh = 2
- CAL PDZ FP-1 = -1.3
- PfHsp90 yeast 2 = -9
- dFosB activator = 3
- CAL PDZ FP-2 = 1
- Rtt109 Vps75 = -7
- SR-BI HDL uptake = ·

smiles: COc1ccccc1-c1coc2cc(O)cc(O)c2c1=O
- PvdQ acylase = -6
- MITF TRPM1 HTS = 31
- SR-BI DiI-HDL act = 2
- NSD2 HMT inh = 0
- CAL PDZ FP-1 = -2.3
- PfHsp90 yeast 2 = 1
- dFosB activator = 1
- CAL PDZ FP-2 = -6
- Rtt109 Vps75 = -3
- SR-BI HDL uptake = -2

(further entries)
Results follow in this order: PvdQ acylase | MITF TRPM1 HTS | SR-BI DiI-HDL act | NSD2 HMT inh | CAL PDZ FP-1 | PfHsp90 yeast 2 | dFosB activator | CAL PDZ FP-2 | Rtt109 Vps75 | SR-BI HDL uptake
> CCOC(=O)c1c(C)[nH]c(C(=O)OCC(=O)c2ccccc2)c1C
  -12 | 122* | -16 | -1 | -3.2 | · | -16 | -4 | 2 | 16
> O=C(Nc1ccc(OC(F)(F)F)cc1)c1ccccc1-n1cnnn1
  -7 | -1 | 3 | -2 | -1.3 | 3 | -5 | 10 | -3 | -3
> CC(C)C[C@@H](CC#N)N1CCN(CCc2ccccc2)CCC1=O
  -8 | · | 17 | · | 0.1 | 7 | 3 | 1 | 5 | -17
> Cc1ccc(NCCC(=O)c2ccc(Cl)c(Cl)c2)cc1
  -11 | 7 | 14 | -1 | -1.2 | -3 | -3 | · | 3 | -14
> COC(=O)c1cccc(C23CC4(C2)[C@H](CN(CC2CCCCC2)[C@@H]4c2ccccc2)C3c2ccccc2)c1 (stereo partly specified)
  -16 | 19 | 25 | · | -0.6 | -7 | 8 | -4 | -6 | -25
> CCOC(=O)c1cc(CC)sc1N
  -12 | 8 | -1 | · | -0.8 | -8 | -3 | -4 | -8 | 1
> O=C(CCn1c(=O)oc2ccccc21)N1CCOCC1
  6 | · | 8 | -1 | · | · | -5 | -5 | -8 | -8
> CC1CCCCC1NC(=O)c1nn(C)c(=O)c2ccccc12 (stereo unspecified)
  -14 | -1 | -8 | -2 | -0.5 | -29 | -3 | -6 | -2 | 8
> Cc1cc(C)c2nc(N(CCCN(C)C)C(=O)c3ccc(S(=O)(=O)N4CC(C)OC(C)C4)cc3)sc2c1 (stereo unspecified)
  -5 | -2 | -12 | 1 | 0.8 | 23 | 3 | 0 | 14 | 12
> C(=N\c1nc2ccccc2n1CCN1CCCCC1)/c1cccs1
  2 | -10 | 33 | 0 | -0.3 | 2 | 6 | 0 | 2 | -33
> CCOC(=O)Cn1cnc2c(nnn2-c2cccc(Cl)c2)c1=O
  -16 | -9 | · | 1 | -0.6 | -15 | 2 | -11 | 9 | ·
> CC(=O)c1ccc(NC(=O)CN2CCC(NC(=O)C3CCCCC3)CC2)cc1
  -4 | 15 | -7 | -3 | 0.1 | 6 | -4 | -7 | 12 | 7
> COCCn1cnc2c1c(=O)n(CC(=O)OCC#N)c(=O)n2Cc1ccccc1
  -8 | 2 | -5 | -4 | 0.3 | -44 | -2 | · | -4 | 5
> O=C(NCc1ccco1)c1ccc(Cl)c(S(=O)(=O)Nc2ccccc2)c1
  1 | -9 | 23 | -2 | -0.6 | 12 | -8 | 6 | 0 | -23
> Cc1nc2ncnn2c(C)c1CCC(=O)N1CCc2ccccc2C1
  -14 | · | -5 | -1 | -2.3 | · | 2 | 1 | · | 5
> Clc1ccccc1CN1CCN(/N=C/C=C\c2ccco2)CC1
  8 | 25 | -17 | 2 | 0.1 | 11 | -6 | 3 | -11 | 17
> CCN1CCN(c2cc3c(nn2)Oc2ccccc2N3C)CC1
  -18 | 82* | 21 | 12 | -2.1 | 20 | -6 | 4 | 9 | -21
> Cc1cccc(C)c1NC(=O)CN(C)C(=O)c1ccccc1Cc1ccccc1
  -11 | -3 | -2 | -1 | -2.3 | · | -3 | -2 | -1 | 2
> CN(CC(=O)NCCN1CCOCC1)S(=O)(=O)c1ccc(F)cc1
  -7 | -4 | 7 | -2 | -2.2 | 1 | -1 | 1 | -1 | -7
> O=C(NN=C1CCCCCC1)c1ccc(Cl)s1
  4 | 4 | -2 | -2 | -0.5 | -16 | -11 | -7 | -7 | 2
> Cc1ccc(S(=O)(=O)c2cnc(-c3ccccc3)nc2N2CCN(C)CC2)cc1
  -1 | -9 | -19 | 5 | -2.1 | 4 | -8 | 4 | -6 | 19
> O=C(COc1ccccc1)NNC(=O)c1cc2ccccc2o1
  -7 | 11 | 10 | -3 | -2.0 | 15 | -2 | -4 | -4 | -10
> O=C(Nc1cccc(S(=O)(=O)C(F)F)c1)c1ccc(Cl)c(S(=O)(=O)N2CCOCC2)c1
  -7 | -13 | -32 | 1 | -2.6 | · | -5 | -2 | 2 | 32
> O=C(Oc1ccc(Cl)cc1N1C(=O)CCC1=O)c1ccco1
  -4 | 11 | 11 | -6 | -1.2 | -1 | 1 | 0 | 0 | -11
> Cc1noc(/C=C/N(C)C)c1S(=O)(=O)N(C)CC(=O)NC1CCCCC1
  8 | -13 | 3 | 3 | 0.3 | 38 | -6 | -3 | 11 | -3
> CCOc1ccc(N(CC(=O)NCC2CCCO2)C(=O)CCC(=O)Nc2nccs2)cc1 (stereo unspecified)
  -16 | -2 | 22 | -8 | -0.1 | 7 | -7 | 1 | 9 | -22
> CCc1ccc2ncc(C(=O)c3ccccc3)c(N3CCOCC3)c2c1
  -7 | · | -43 | · | -1.1 | 12 | -14 | -2 | -1 | 43
> CN1CCC(=NNC(=O)CN(c2ccc([N+](=O)[O-])cc2)S(=O)(=O)c2ccccc2)CC1
  -11 | -5 | · | 26 | -2.0 | 8 | 0 | · | 2 | ·
> Cc1cc(C)c2nc(C(F)(F)F)nc(N3CC(C)OC(C)C3)c2c1 (stereo unspecified)
  -2 | 0 | -31 | -1 | -2.4 | -12 | -3 | -4 | -3 | 31
> Fc1ccccc1CNc1ccc(Cl)cc1
  8 | 29 | 27 | · | 0.1 | 15 | 0 | -2 | -8 | -27
> CNC(=S)NNc1nncc2ccccc12
  -11 | -7 | · | 4 | 1.6 | · | 0 | 7 | -4 | ·
> COc1cc(NC(=O)c2ccco2)c(OC)cc1NC(=O)Nc1ccccc1Cl
  7 | 6 | -94 | 5 | -0.9 | -9 | -4 | 1 | -8 | 94*
> CC(C)(C)c1ccc(C(=O)Nc2ncn[nH]2)cc1
  -12 | 37 | 7 | -3 | -0.4 | · | -4 | 0 | -4 | -7

This is a random part of the collection; about 4.3% have a hit in one of these screens.
